RTF Ca sens inh: cardiac RTF calcium sensitivity inhibitors, primary screen, biochemical, IANBD-TnC fluorescence, EC70 calcium; hit rate 0.12% among 340,000; inhibition, % at 7.15 µM; IANBD-labeled cardiac RTF, Ca2+ fluorescence;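 active = inhibition above the mean inhibition of all tested compounds plus 3 SD, cut at about 17% in these data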;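 note: assay run at fixed EC70 calcium of 1.6 mM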
Keap1 Nrf2 FP: Keap1-Nrf2 protein-protein interaction inhibitors, primary screen, biochemical, fluorescence polarization, single point; Kelch-like ECH-associated protein 1 (Homo sapiens), Q14145; Keap1 Kelch-Nrf2 peptide fluorescence polarization, 1536-well; hit rate 0.15% among 340,000; inhibition, % at 9.4 µM; AID 504523, 2011; in the data active = inhibition above about 12%;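 note: human Keap1 Kelch domain with fluorescein labeled Nrf2 9mer peptide probe; 0% = neutral control wells and 100% = peptide positive control; higher means more block of Keap1 binding to Nrf2 peptide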
SR-BI uptake up: activators of SR-BI mediated DiI-HDL uptake, primary screen, ldlA[mSR-BI] CHO cells, DiI fluorescence. 3 h; 100 = double the neutral-control signal. activation, % at 12.5 µM. hit rate 0.096% among 320,000;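 active = mean replicate activation of at least 60% and every replicate at or above 60%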;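 note: 0% = median plate neutral-control signal and 100% = twice that signal; values of inactives mirror those of a sister screen read the other way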
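Test system: SR-BI-overexpressing, LDLR-lacking CHO cells; Also added: labelled HDL, 10 µg/mL; Measured by: bottom-read cell fluorescence after medium removal, ex 550/em 595 nm; Timing: 3 h uptake period with compound, 37 °C; Buffer or medium: F12, 0.5% BSA, 25 mM HEPES; Doses: single compound concentration, delivered by pin transfer.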
SR-BI DiI inh: inhibitors of SR-BI mediated HDL lipid uptake, primary screen, ldlA[mSR-BI] cells, fluorescence, single point; ldlA[mSR-BI] CHO cells, DiI-HDL uptake fluorescence, 3 h; inhibition, % at 12.5 µM; AID 488896, 2010; hit rate 0.96% among 320,000; Scavenger receptor class B member 1 (Mus musculus), Q61009;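 active = mean replicate inhibition of at least 70% and a set share of replicates each scoring 70 or more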;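 note: 0% = median of neutral control wells and 100% = median of positive control wells; values of inactives mirror those of a sister screen read the other way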
Target sequence (Q61009 whole entry, looked up): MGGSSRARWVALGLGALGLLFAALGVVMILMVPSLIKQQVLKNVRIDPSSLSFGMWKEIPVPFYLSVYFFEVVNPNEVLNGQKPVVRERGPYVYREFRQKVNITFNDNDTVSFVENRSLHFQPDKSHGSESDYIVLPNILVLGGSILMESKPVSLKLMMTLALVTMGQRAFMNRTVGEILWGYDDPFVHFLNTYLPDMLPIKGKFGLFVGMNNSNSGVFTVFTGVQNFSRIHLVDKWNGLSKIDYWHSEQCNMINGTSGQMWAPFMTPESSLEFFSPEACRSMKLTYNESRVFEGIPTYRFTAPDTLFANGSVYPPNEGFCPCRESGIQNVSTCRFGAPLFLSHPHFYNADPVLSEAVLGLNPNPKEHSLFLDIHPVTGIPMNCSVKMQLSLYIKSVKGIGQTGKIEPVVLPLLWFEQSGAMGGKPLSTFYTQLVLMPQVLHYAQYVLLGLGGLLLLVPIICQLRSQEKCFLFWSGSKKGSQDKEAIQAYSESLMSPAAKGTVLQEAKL
LANA DNA inh: inhibitors of KSHV C-LANA binding to DNA, primary screen, biochemical, fluorescence polarization, FAM-LBS DNA, MBP-C-LANA, single point; Kaposi's sarcoma herpesvirus LANA C-terminal domain (residues 932-1162) DNA binding; inhibition, % at 9 µM; hit rate 0.078% among 340,000;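 active = highest replicate inhibition at or above 60% at 9 µM, even if other replicates fall short; inactive = all replicates below 60% inhibition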;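 note: 0% = neutral control wells and 100% = 4 µM acridine orange control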
PKA-R2B act: activators of PKA-R2B holoenzyme, primary screen, biochemical, fluorescence polarization, Cy5-IP20, human | AID 504700, 2011 | activation, % at 11.4 µM | hit rate 0.079% among 340,000 | PKA-R2B holoenzyme dissociation; R2B truncated from residue 108, S112A mutant; 0% DMSO only, 100% 113 µM cGMP;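 active = activation above a cutoff set at the mean over all compounds plus 3 SD, cut at about 18% in these data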;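 note: higher means more holoenzyme dissociation and a rise in polarization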
Target sequence (P31323 whole entry, looked up, other chains not shown, the tested form may be a part): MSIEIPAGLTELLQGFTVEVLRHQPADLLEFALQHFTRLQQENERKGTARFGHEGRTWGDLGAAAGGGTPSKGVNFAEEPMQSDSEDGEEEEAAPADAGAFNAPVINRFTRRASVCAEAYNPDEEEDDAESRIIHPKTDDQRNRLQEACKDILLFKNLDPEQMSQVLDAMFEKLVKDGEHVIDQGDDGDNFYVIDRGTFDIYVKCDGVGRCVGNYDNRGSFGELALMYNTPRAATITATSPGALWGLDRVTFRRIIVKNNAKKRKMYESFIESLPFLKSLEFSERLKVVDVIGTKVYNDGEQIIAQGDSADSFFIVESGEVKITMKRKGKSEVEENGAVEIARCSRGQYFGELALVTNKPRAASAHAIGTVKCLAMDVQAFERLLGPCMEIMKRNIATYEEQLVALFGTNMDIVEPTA
PvdQ acylase: P. aeruginosa PvdQ acylase inhibitors, primary screen, biochemical, fluorescence, plate reader and imaging, single point | PvdQ acylase [Pseudomonas aeruginosa LESB58] | purified PvdQ acylase | inhibition, % at 10 µM | hit rate 0.063% among 340,000 | AID 488965, 2010; in the data active = inhibition above about 30%, passing the limit was not always enough;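 note: 0% = vehicle neutral wells and 100% = reference inhibitor wells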
DAGLB inhibitor: DAGLB lipase inhibitors, primary screen, biochemical, fluorescence, HTS; AID 504411, 2011; inhibition, % at 5.17 µM; HEK293T DAGLB membrane lysate, EnzChek fluorogenic substrate; hit rate 0.059% among 340,000; in the data active = inhibition above about 34%;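 note: 0% = enzyme with vehicle and 100% = wells lacking enzyme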
NSD2 inh: NSD2 histone methyltransferase inhibitors, primary screen, biochemical, AlphaScreen, single concentration, set 2. AID 743445, 2014. NSD2 peptide methylation, 120 min. inhibition, % at 12.5 µM. hit rate 0.54% among 310,000. Histone-lysine N-methyltransferase NSD2 (Homo sapiens), O96028; in the data active = inhibition above about 50%
Arrestin-AP2 inh: inhibitors of beta-arrestin/AP2 binding, primary screen, biochemical, GPCR trafficking, flow cytometry | beta-arrestin 1 C-terminal peptide binding to AP2 beta2-adaptin appendage (human) | FITC-arrestin peptide / GST-AP2 beads; AP2 beta2 appendage carries R879A mutation | inhibition, % at 10 µM | hit rate 0.31% among 340,000 | AID 504490, 2011;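 active = inhibition above a set limit, near 3 SD of compounds lacking own fluorescence, cut at about 54% in these data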;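 note: plate controls were DMSO wells for no effect and 5 µM unlabelled arrestin peptide for full effect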
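system = GST-tagged AP2 beta2-adaptin appendage (R879A) on 4 µm glutathione beads | reagent = FITC-labelled arrestin peptide probe, 50 nM final | schedule = compound with beads 12 min RT, then probe 1 h RT | signal = HyperCyt-sampled flow cytometry, FL1 channel, ex 488/em 535 nm | read-out = percent response from loss of bead-bound FITC fluorescence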
An asterisk follows results filed as active; . = no result given; & = joins results of further samples.

Start of the data: the first three compounds as a preview:
RTF Ca sens inh | Keap1 Nrf2 FP | SR-BI uptake up | SR-BI DiI inh | LANA DNA inh | PKA-R2B act | PvdQ acylase | DAGLB inhibitor | NSD2 inh | Arrestin-AP2 inh | SMILES
3 | 0 | 8 | -8 | 1.0 | 1 | 7 | -10 | -1 | 33 | COC(=O)C(c1ccccc1)C(C(=O)OC)c1ccccc1 (centres undefined)
-1 | 2 | 43 | -43 | 2.5 | 1 | -8 | 1 | -1 | -4 | Cc1cc(C(=O)O)c(S(C)(=O)=O)s1
-11 | -2 | 16 | -16 | -3.7 | 2 | -8 | 0 | 0 | 5 | Oc1ccccc1C(=S)N1CCN(C(=S)c2ccccc2O)CC1

The whole of this part (from the top)
RTF Ca sens inh | Keap1 Nrf2 FP | SR-BI uptake up | SR-BI DiI inh | LANA DNA inh | PKA-R2B act | PvdQ acylase | DAGLB inhibitor | NSD2 inh | Arrestin-AP2 inh | SMILES
3 | 0 | 8 | -8 | 1.0 | 1 | 7 | -10 | -1 | 33 | COC(=O)C(c1ccccc1)C(C(=O)OC)c1ccccc1 (centres undefined)
-1 | 2 | 43 | -43 | 2.5 | 1 | -8 | 1 | -1 | -4 | Cc1cc(C(=O)O)c(S(C)(=O)=O)s1
-11 | -2 | 16 | -16 | -3.7 | 2 | -8 | 0 | 0 | 5 | Oc1ccccc1C(=S)N1CCN(C(=S)c2ccccc2O)CC1
1 | -3 | 9 | -9 | 0.2 | 6 | -9 | -4 | -5 | 9 | COC(=O)/C(C#N)=C/c1cc(C)sc1C
0 | -3 | 4 | -4 | -3.6 | -2 | -12 | -1 | 6 | -13 | C/C(=N\NC(=O)C1CC1)c1ccc(OC(F)F)cc1OC(F)F
4 | 2 | -2 | 2 | 0.5 | -1 | -9 | -1 | 2 | 0 | CCN1CCN(c2nc(N)c([N+](=O)[O-])c(Nc3cccc(C)c3)n2)CC1
-1 | -4 | -12 | 12 | 0.4 | 7 | -14 | 5 | 4 | -1 | CC1CCC(C(C)C)C(OC(=O)C[n+]2cc(-c3ccc(Cl)cc3)n3c2CCCCC3)C1 (centres undefined)
-3 | -6 | 6 | -6 | 0.0 | -11 | -5 | 2 | -2 | 0 | Cc1ccc2c(CC(=O)OCC(=O)Nc3ccc(Cl)cn3)coc2c1
-3 | 4 | 17 | -17 | 3.3 | 2 | -6 | -7 | -3 | 7 | O=C(COC(=O)Cc1ccccc1F)Nc1ccc(Cl)cn1
-3 | 6 | 16 | -16 | 0.1 | 4 | -12 | 1 | -4 | 6 | O=C(CCNS(=O)(=O)c1ccccc1)NNC(=O)c1csc(N2CCOCC2)n1
3 | 3 | 23 | -23 | 2.9 | -9 | -3 | 0 | 1 | -24 | O=C(CCn1c(=O)sc2ccccc21)NCCCn1ccnc1
-8 | 0 | 10 | -10 | -0.8 | 1 | -15 | 3 | -4 | 1 | O=C(CCCN1C(=O)/C(=C/c2ccc(F)cc2)SC1=S)NC1CCS(=O)(=O)C1 (centres undefined)
0 | -3 | -11 | 11 | -1.2 | -5 | -13 | 4 | . | 3 | COc1ccc(S(=O)(=O)N2CCOC2CNC(=O)C(=O)NCCc2ccccc2)cc1C (centres undefined)
-6 | -3 | -3 | 3 | 1.2 | -6 | -1 | 0 | 6 | 32 | O=C(c1ccc(Cl)c(S(=O)(=O)N2CCOCC2)c1)N1CCN(c2ccccn2)CC1
-4 | 3 | 13 | -13 | 0.0 | 3 | -7 | 1 | -1 | -4 | O=C(COC(=O)c1cc(=O)c2ccccc2o1)NC1CCCC1
-2 | 4 | -27 | 27 | 0.8 | -5 | -4 | 0 | -4 | 18 | CCC(=O)Nc1ccc(NC(=O)c2cccc(OC)c2)nc1
-11 | 4 | -7 | 7 | 1.8 | 13 | 1 | 4 | -2 | 9 | c1coc(-c2nc3nc4ccccc4nc3n2-c2ccc3c(c2)OCCO3)c1
-9 | 1 | 19 | -19 | -1.1 | -8 | 2 | 1 | -1 | 2 | Cn1nnc(C(O)CNCc2ccc(Cl)cc2)n1 (centres undefined)
-2 | -5 | 21 | -21 | 4.5 | 3 | -26 | -1 | 7 | 4 | CCOC(=O)c1n[nH]n2c1nc(=O)c1ccccc12
-6 | -2 | . | . | 3.6 | -2 | -12 | 1 | . | 10 | CC1(C)Cc2c(C#N)c(N)sc(=S)c2CS1
1 | 2 | -2 | 2 | 0.3 | -6 | 6 | 0 | -5 | 4 | CC(C)C(=O)N1CCC(n2nccc2NC(=O)CCc2ccccc2)CC1
-6 | -7 | -4 | 4 | 2.1 | -6 | -13 | 2 | 3 | 5 | Cc1cc2cc(CN(Cc3cccs3)Cc3nnnn3CC3CCCO3)c(=O)[nH]c2cc1C (centres undefined)
3 | -3 | -6 | 6 | 2.5 | 0 | -1 | -4 | 1 | 38 | Cc1cc(O)c(C2(O)C(=O)Nc3cc(Br)ccc32)cc1C (centres undefined)
-7 | -2 | 2 | -2 | 0.4 | -5 | 11 | -4 | 13 | 12 | O=C(CSc1nnc2scc(-c3ccccc3)n12)Nc1ccc2c(c1)OCCO2
2 | 0 | 10 | -10 | -2.2 | -7 | -8 | 2 | 0 | 4 | C=CCn1c(SCn2nnc3ccccc3c2=O)nnc1C1CCCCC1
-4 | -5 | 15 | -15 | -0.6 | -6 | -11 | -2 | . | 7 | Cc1cc(C)n(-c2ncc(-c3ccccc3)nn2)n1
-1 | 0 | -15 | 15 | -0.5 | 0 | -12 | 4 | 2 | 1 | CC(NC(=O)CNC(=O)c1sc2ccccc2c1Cl)c1ccc(S(N)(=O)=O)cc1 (centres undefined)
-6 | 1 | 10 | -10 | 0.9 | -9 | 1 | -1 | . | 3 | Cc1ccc(Nc2nc3ccccc3nc2-n2nc(C)cc2C)cc1
-3 | -9 | -15 | 16 | -0.8 | -7 | -14 | -3 | . | 8 | O=C(CN1CCN(Cc2ccc(F)cc2Cl)C1=O)NCCc1ccccc1
3 | -4 | 7 | -7 | 0.5 | -10 | -1 | 1 | 7 | -1 | CCCSc1ccc(-c2nn(-c3ccccc3)cc2/C=C(/C#N)C(=O)NCCCOC)cc1
-8 | 4 | 10 | -10 | -0.5 | -3 | 2 | 4 | 14 | 21 | Clc1nc(NCc2cccnc2)nc(N2CCOCC2)n1
10 | -3 | 28 | -28 | -1.1 | 3 | 19 | -3 | -2 | 5 | Cn1c(=O)n(C)c2cc([N+](=O)[O-])c(N3CCN(S(C)(=O)=O)CC3)cc21
-10 | -2 | 5 | -5 | -3.6 | 7 | -6 | 3 | 1 | -1 | CCOC(=O)c1c(N)sc(C(=O)N(C)C)c1C
-7 | -1 | 12 | -12 | -0.6 | 5 | -3 | 0 | 5 | 4 | CN(CC(=O)Nc1ccc(S(N)(=O)=O)cc1)C1CCCCC1
4 | -7 | 14 | -14 | -1.1 | 9 | 6 | 0 | . | 4 | Cc1cc2c(cc1S(=O)(=O)CCC(=O)NC1CCC(C)CC1)OCC(=O)N2 (centres undefined)
-11 | -6 | 1 | -1 | 3.9 | -5 | -12 | -5 | -4 | 2 | COc1ccc(C(=O)N2CCN(C(=O)C3CCCO3)CC2)cc1[N+](=O)[O-] (centres undefined)
14 | -1 | 31 | -31 | -1.3 | 2 | -1 | -2 | -3 | 13 | Cc1nc(Cl)c2c(n1)N(CC(N)=O)C(=O)CO2
-2 | 0 | -14 | 14 | -1.6 | -14 | 5 | -8 | . | 5 | Cc1cccc(NCCC(=O)c2ccc(Br)cc2)c1
7 | 1 | 12 | -12 | 1.4 | 4 | 10 | -3 | 19 | 43 | CN(C)C(=O)c1cc(C(=O)c2ccc(C(F)(F)F)cc2)c[nH]1
-1 | -1 | 19 | -19 | -2.0 | 9 | -11 | -1 | 0 | 4 | Cc1ccnc(NS(=O)(=O)c2ccc(NC(=O)c3ccc(S(=O)(=O)N(C)C)cc3)cc2)n1
-9 | -3 | 45 | -45 | -1.6 | -5 | 0 | 0 | 2 | -5 | CCN(CC)c1ccc(/C=N/NC(=O)C2CC2)cc1
-3 | -5 | 18 | -18 | -0.8 | -5 | -17 | 2 | 0 | 19 | C1=CC2CCC1ON2c1ccccc1 (centres undefined)
0 | -5 | 2 | -2 | 1.8 | 7 | -8 | 1 | 2 | -4 | Cc1cnc(NC(=O)/C=C/c2ccc(Br)o2)s1
-3&-12 | -1&-2 | 18 | -18 | 0.2&1.5 | -18&-17 | -11&7 | -1&0 | 1&2 | 1&33 | CCc1ccc(C(=O)/C=C/Nc2ccc(S(=O)(=O)Nc3cnc4ccccc4n3)cc2)cc1
-1 | -7 | 4 | -4 | -0.8 | 7 | 12 | -1 | . | 5 | COc1cccc(N2CCN(Cc3nc(N)nc(N4CCCc5ccccc54)n3)CC2)c1
-11 | -4 | 19 | -19 | 1.5 | -1 | -20 | -1 | . | -2 | O=S1(=O)CC(NCc2ccccc2)C(Nc2ccccc2)C1 (centres undefined)
-9 | -7 | 14 | -14 | -1.1 | 5 | -15 | 1 | -3 | -8 | CN(NS(C)(=O)=O)c1ncc(C(F)(F)F)cc1Cl
-7 | 3 | 23 | -23 | 0.2 | -1 | -1 | 1 | 1 | 33 | Cc1cccc(NC(=O)Cn2cnc(S(=O)(=O)N3CCCC3)c2)c1C
-4 | -1 | 9 | -9 | -1.0 | -12 | -11 | -7 | 0 | -4 | COc1ccc(-c2noc(C3CCCN(C(=O)CCc4ccccc4)C3)n2)cc1 (centres undefined)
0 | -5 | 1 | -1 | -1.9 | 2 | -16 | -1 | -1 | 6 | Cc1ccc(Cc2nc(-c3ccccn3)no2)cc1
-14 | -3 | -17 | 17 | -0.9 | -7 | 21 | 1 | -3 | 0 | O=C(Nc1ccc(OCc2ccccc2)cc1)c1cccc([N+](=O)[O-])c1
-3 | -2 | -84 | 84* | -0.9 | -15 | -7 | -2 | 2 | 0 | COc1cccc(-c2nc(NC(C)(C)C)c3ccccc3n2)c1O
6 | -1 | 0 | 0 | 1.4 | -9 | 1 | 1 | -2 | -9 | CCn1c2ccccc2c2nnc(SCC(=O)N(C)C3CCS(=O)(=O)C3)nc21 (centres undefined)
